All columns: NCI-60 one-dose screen, growth in % after 48 h at 10 µM unless noted; 100 = growth as untreated, 0 = no growth, -100 = all killed.
HOP-62: HOP-62 NSCLC; AID 1794735; 3.9% of 80,000 active
A549/ATCC: A549/ATCC NSCLC. 3.7% of 81,000 active. AID 1794740
CCRF-CEM: CCRF-CEM leukemia. AID 1794778. 7% of 77,000 active
UACC-62: UACC-62 melanoma | 5.4% of 81,000 active | AID 1794756
M14: M14 melanoma. 6.2% of 80,000 active. AID 1794745
EKVX: EKVX NSCLC; 3% of 71,000 active; AID 1794765
HOP-92: HOP-92 NSCLC cells; 6.3% of 71,000 active; AID 1794738
RPMI-8226: RPMI-8226 leukemia cells. 7.5% of 77,000 active. AID 1794781
The depositor's hits bear a star; & = joins results of further samples; [ ] = remark or other dose. Rule for the calls: active = growth percent below 10; inactive = the rest.

What do the screens show for `CC1Cc2c(ncnc2-n2cnc3ccccc32)N(C)c2ccccc21` (configuration not stated)?
HOP-62: 32; A549/ATCC: 39; CCRF-CEM: 13; UACC-62: 31; M14: 13; EKVX: 49; HOP-92: 36; RPMI-8226: 26

What do the screens show for `COc1ccc2sc3c(NCCCN)nc4ccccc4c3c(=O)c2c1`?
HOP-62: 57; A549/ATCC: -45*; CCRF-CEM: 0.8*; UACC-62: 61; M14: 19; EKVX: 58; HOP-92: 34; RPMI-8226: -6.8*

Results for O=c1[nH]c(O)c(/C=N/C(=S)Nc2ccccc2)c(=O)[nH]1 ?
HOP-62: 93; A549/ATCC: 101; CCRF-CEM: 101; UACC-62: 100; M14: 95; EKVX: 99; HOP-92: 102; RPMI-8226: 103

Results for COC(=O)c1ccccc1NC(=O)c1nnn(-c2ccccc2)c1-c1ccco1 ?
HOP-62: 83; A549/ATCC: 97; CCRF-CEM: 101; UACC-62: 91; M14: 102; EKVX: 90; HOP-92: 96; RPMI-8226: 97

What do the screens show for `Cc1cc(N)cc(C)n1`?
HOP-62: 98; CCRF-CEM: 104; UACC-62: 102; M14: 104; EKVX: 101; HOP-92: 86; RPMI-8226: 108

Results for CCCN(c1ccc(Cl)cc1)c1nc(-c2ccc([N+](=O)[O-])cc2)cs1 ?
HOP-62: 105; A549/ATCC: 96; CCRF-CEM: 105; UACC-62: 85; M14: 99; EKVX: 89; HOP-92: 89; RPMI-8226: 86

How did Cn1cc(-c2csc(-c3c[nH]c4ccc(F)cc34)n2)c2ccnc(Cl)c21 do in these assays?
HOP-62: 98; A549/ATCC: 64; CCRF-CEM: 50; UACC-62: 71; M14: 57; EKVX: 66; HOP-92: 71; RPMI-8226: 53

How did Clc1ccc(C2CC(c3cccc(Nc4ccnc5cc(Cl)ccc45)c3)=NN2c2ccccc2)cc1 (configuration not stated) do in these assays?
HOP-62: 108; A549/ATCC: 83; CCRF-CEM: 58; UACC-62: 89; M14: 80; HOP-92: 56; RPMI-8226: 52

Results for CC1(C)CC(=O)c2c(nc(Nc3nc4ccccc4s3)nc2-c2ccc(F)cc2)C1 ?
HOP-62: 104; A549/ATCC: 88; UACC-62: 93; M14: 95; HOP-92: 82; RPMI-8226: 99

How did COc1ccc(-c2nc3sccn3c2/C=C/C(=O)c2ccc3c(c2)OCO3)cc1 do in these assays?
HOP-62: 97; A549/ATCC: 95; CCRF-CEM: 18; UACC-62: 57; M14: 103; EKVX: 85; HOP-92: 83; RPMI-8226: 10

What do the screens show for `COc1ccc(C2=Nn3c(N=Nc4c(O)n(C)c5ccc(Br)cc45)nnc3SC2)cc1`?
HOP-62: 80; A549/ATCC: 76; CCRF-CEM: 83; UACC-62: 73; M14: 68; EKVX: 92; HOP-92: 95; RPMI-8226: 79

What do the screens show for `Cc1ccc2[nH]c(=O)c(C3CNC(=O)c4ccccc4N3)cc2c1` (configuration not stated)?
HOP-62: 97; A549/ATCC: 96; CCRF-CEM: 97; UACC-62: 98; M14: 103; EKVX: 102; HOP-92: 110; RPMI-8226: 102

Results for Cc1cc(=O)n(C(C)Cc2ccccc2)n1C(C)Cc1ccccc1 (configuration not stated) ?
HOP-62: 113&93; A549/ATCC: 98&94; CCRF-CEM: 95&96; UACC-62: 95&87; M14: 103&118; EKVX: 96; HOP-92: 85&88; RPMI-8226: 86&96

What do the screens show for `COC(=O)[C@H](C)NC(=O)[C@H](Cc1ccccc1)NCc1ccco1`?
HOP-62: 107; A549/ATCC: 87; CCRF-CEM: 105; UACC-62: 87; M14: 101; EKVX: 112; HOP-92: 88; RPMI-8226: 101

What do the screens show for `COc1ccc(C(C)(C)C#N)cc1`?
HOP-62: 107; A549/ATCC: 104; CCRF-CEM: 112; UACC-62: 93; M14: 104; EKVX: 107; HOP-92: 106; RPMI-8226: 116

Quoted from above, 7 compounds:
Results for CCCN(c1ccc(Cl)cc1)c1nc(-c2ccc([N+](=O)[O-])cc2)cs1 ?
HOP-62: 105; A549/ATCC: 96; CCRF-CEM: 105; UACC-62: 85; M14: 99; EKVX: 89; HOP-92: 89; RPMI-8226: 86

How did Cn1cc(-c2csc(-c3c[nH]c4ccc(F)cc34)n2)c2ccnc(Cl)c21 do in these assays?
HOP-62: 98; A549/ATCC: 64; CCRF-CEM: 50; UACC-62: 71; M14: 57; EKVX: 66; HOP-92: 71; RPMI-8226: 53

How did Clc1ccc(C2CC(c3cccc(Nc4ccnc5cc(Cl)ccc45)c3)=NN2c2ccccc2)cc1 (configuration not stated) do in these assays?
HOP-62: 108; A549/ATCC: 83; CCRF-CEM: 58; UACC-62: 89; M14: 80; HOP-92: 56; RPMI-8226: 52

Results for CC1(C)CC(=O)c2c(nc(Nc3nc4ccccc4s3)nc2-c2ccc(F)cc2)C1 ?
HOP-62: 104; A549/ATCC: 88; UACC-62: 93; M14: 95; HOP-92: 82; RPMI-8226: 99

How did COc1ccc(-c2nc3sccn3c2/C=C/C(=O)c2ccc3c(c2)OCO3)cc1 do in these assays?
HOP-62: 97; A549/ATCC: 95; CCRF-CEM: 18; UACC-62: 57; M14: 103; EKVX: 85; HOP-92: 83; RPMI-8226: 10

What do the screens show for `COc1ccc(C2=Nn3c(N=Nc4c(O)n(C)c5ccc(Br)cc45)nnc3SC2)cc1`?
HOP-62: 80; A549/ATCC: 76; CCRF-CEM: 83; UACC-62: 73; M14: 68; EKVX: 92; HOP-92: 95; RPMI-8226: 79

What do the screens show for `Cc1ccc2[nH]c(=O)c(C3CNC(=O)c4ccccc4N3)cc2c1` (configuration not stated)?
HOP-62: 97; A549/ATCC: 96; CCRF-CEM: 97; UACC-62: 98; M14: 103; EKVX: 102; HOP-92: 110; RPMI-8226: 102

The listing continues.
How did O=C1NC(Cc2c[nH]c3ccccc23)C(=O)N1Cc1ccc(Cl)cc1 (configuration not stated) do in these assays?
HOP-62: 103; A549/ATCC: 105; CCRF-CEM: 70; UACC-62: 86; M14: 110; EKVX: 103; HOP-92: 86; RPMI-8226: 73

What do the screens show for `C[C@H]1[C@@H]2[C@H]3CC[C@@H]4[C@@]5(C)C/C(=C/c6ccc(C(F)(F)F)cc6)C(=O)C(C)(C)[C@@H]5CC[C@@]4(C)[C@]3(C)CC[C@]23COC1(C)[C@@H](C(=O)/C=C\c1ccc(C(F)(F)F)cc1)C3`?
HOP-62: 102; A549/ATCC: 106; CCRF-CEM: 96; UACC-62: 88; M14: 101; EKVX: 100; HOP-92: 84; RPMI-8226: 103

How did CC(C)(C)C1CCCCC1O (configuration not stated) do in these assays?
HOP-62: 103; A549/ATCC: 99; CCRF-CEM: 98; UACC-62: 100; M14: 94; EKVX: 97; HOP-92: 83

Results for COc1cc(/C=C/C(=O)c2cc(C(=O)c3ccc(Br)cc3)n3ccc(C)cc23)cc(OC)c1OC ?
HOP-62: 74; A549/ATCC: 84; CCRF-CEM: 72; UACC-62: 84; M14: 89; EKVX: 93; HOP-92: 30

How did COc1ccc(C2CC(c3ccc(Nc4ccnc5cc(Cl)ccc45)cc3)=NN2c2ccccc2)cc1 (configuration not stated) do in these assays?
HOP-62: 106; A549/ATCC: 86; CCRF-CEM: 70; UACC-62: 95; M14: 100; HOP-92: 69; RPMI-8226: 71

What do the screens show for `CC1(C)CC[C@]2(CO)CC[C@]3(C)[C@@H](NC(=O)C[C@@H]4[C@@]5(C)CC[C@H](O)C(C)(C)[C@@H]5CC[C@]43C)[C@@H]2C1`?
HOP-62: 113; A549/ATCC: 102; CCRF-CEM: 109; UACC-62: 95; M14: 103; EKVX: 105; HOP-92: 116; RPMI-8226: 109

What do the screens show for `C=C(C)C(=O)NCNC(=O)C(=C)C`?
HOP-62: 89; A549/ATCC: 98; CCRF-CEM: 97; UACC-62: 100; M14: 102; HOP-92: 90; RPMI-8226: 102

How did C/C(=C(\c1ccc(OCCCN(C)C)cc1)c1ccc(OC(=O)Cc2ccccc2)cc1)c1ccc(Cl)cc1 do in these assays?
HOP-62: 79; A549/ATCC: 63; CCRF-CEM: 66; UACC-62: 82; M14: 7.0*; EKVX: 70; HOP-92: 52; RPMI-8226: 27

Results for Cc1ccc2nc(-c3c(CCCO)noc3N)[nH]c(=O)c2c1 ?
HOP-62: 103; A549/ATCC: 101; CCRF-CEM: 89; UACC-62: 104; M14: 107; EKVX: 101; HOP-92: 66; RPMI-8226: 90

Results for O=S(=O)(Oc1ccc(/C=N/NC(=S)Nc2ccccc2)cc1)C(F)(F)C(F)(F)C(F)(F)C(F)(F)C(F)(F)C(F)(F)F ?
HOP-62: 104; A549/ATCC: 104; CCRF-CEM: 100; UACC-62: 91; EKVX: 109; HOP-92: 102; RPMI-8226: 98

Results for CC(=O)OC1OC(COC(=O)c2ccccc2)C(OC(=O)c2ccccc2)C1OC(=O)c1ccccc1 (configuration not stated) ?
HOP-62: 93; A549/ATCC: 106; CCRF-CEM: 56; UACC-62: 91; M14: 99; EKVX: 99; HOP-92: 93

Results for O=C(NCCCNc1nccc(-c2c(-c3cccc(F)c3)nc3sccn23)n1)c1ccc(F)cc1 ?
HOP-62: 119; A549/ATCC: 76; CCRF-CEM: 76; UACC-62: 68; M14: 85; EKVX: 82; HOP-92: 111; RPMI-8226: 87

Results for COc1ccc(Cn2c(SC)nc(=O)n(Cc3ccc(OC)cc3)c2=O)cc1 ?
HOP-62: 85; A549/ATCC: 95; CCRF-CEM: 87; UACC-62: 87; M14: 101; RPMI-8226: 88

What do the screens show for `O=C1c2ccccc2S(=O)(=O)N1CCBr`?
HOP-62: 110; A549/ATCC: 108; CCRF-CEM: 99; UACC-62: 97; M14: 104; EKVX: 102; HOP-92: 97; RPMI-8226: 106

What do the screens show for `Cc1c(C)c2ccc(OCc3nnc(Nc4ccccc4)s3)cc2oc1=O`?
HOP-62: 91; CCRF-CEM: 73; UACC-62: 60; M14: 73; HOP-92: 92; RPMI-8226: 29

How did C#Cc1cccc(NC(=O)C2CCCCN2C(=O)CCl)c1 (configuration not stated) do in these assays?
HOP-62: 27[8.25 µM]; A549/ATCC: 37[8.25 µM]; CCRF-CEM: -12*[8.25 µM]; UACC-62: -85*[8.25 µM]; M14: -42*[8.25 µM]; EKVX: 20[8.25 µM]; HOP-92: -54*[8.25 µM]; RPMI-8226: -38*[8.25 µM]

How did COc1cc(C=NNC(=O)c2ccc3nc(-c4c(C)nn(-c5ccccc5)c4N4CCCC4)[nH]c3c2)ccc1O do in these assays?
HOP-62: 111; A549/ATCC: 111; CCRF-CEM: 78; UACC-62: 85; M14: 107; EKVX: 112; HOP-92: 100; RPMI-8226: 66

Results for O=C1OC(c2ccccc2)=NC1c1ccccc1 (configuration not stated) ?
HOP-62: 114; A549/ATCC: 104; CCRF-CEM: 104; UACC-62: 102; M14: 99; EKVX: 110; HOP-92: 100; RPMI-8226: 102

What do the screens show for `O=C(OC1CCCC1)c1ccc(Cl)cc1Cl`?
HOP-62: 100; A549/ATCC: 96; UACC-62: 110; M14: 107; EKVX: 108; HOP-92: 88; RPMI-8226: 113

Results for COC1CC(=O)C2OC(c3ccccc3)OCC2O1 (configuration not stated) ?
HOP-62: 101; A549/ATCC: 108; CCRF-CEM: 108; UACC-62: 95; M14: 104; HOP-92: 101; RPMI-8226: 108

How did CCN(CC)CCCNCc1cc(-c2ccccc2)nc2ccccc12 do in these assays?
HOP-62: 44; A549/ATCC: 88; CCRF-CEM: 12; UACC-62: 96; M14: 4.6*; EKVX: 94; HOP-92: 49; RPMI-8226: 20

What do the screens show for `CCC(N)CCc1ccc(O)cc1` (configuration not stated)?
HOP-62: 107; A549/ATCC: 96; CCRF-CEM: 103; M14: 102; EKVX: 95; HOP-92: 98; RPMI-8226: 102

What do the screens show for `NC(=O)N/N=C/c1ccc(Cl)cc1`?
HOP-62: 92; A549/ATCC: 93; CCRF-CEM: 93; UACC-62: 92; M14: 105; EKVX: 72; HOP-92: 106; RPMI-8226: 94

How did Cc1cccc2cc[nH]c12 do in these assays?
HOP-62: 101; A549/ATCC: 106; CCRF-CEM: 99; UACC-62: 88; EKVX: 119; HOP-92: 92; RPMI-8226: 111

How did N#C/C(=C1C=C/C(=N/O)C(Cl)=C/1)c1ccc(Cl)cc1 do in these assays?
HOP-62: 46; A549/ATCC: 89; CCRF-CEM: 7.1*; UACC-62: 58; M14: 85; EKVX: 94; HOP-92: 71; RPMI-8226: 21

Results for Cc1ccc2nc(-c3ccc(C(=O)N/N=C/c4ccc(Cl)cc4)cc3)[nH]c2c1 ?
HOP-62: 102; A549/ATCC: 113; CCRF-CEM: 96; UACC-62: 99; M14: 100; EKVX: 103; HOP-92: 100; RPMI-8226: 97

How did O=C(c1ccccc1)c1c(/C=C/c2cccs2)c2ccccc2[nH]c1=O do in these assays?
HOP-62: 75; A549/ATCC: 91; CCRF-CEM: 92; UACC-62: 80; M14: 101; EKVX: 102; HOP-92: 98; RPMI-8226: 93

What do the screens show for `CN(C)c1ccc(-c2c(C#N)c(N)nn2C(=O)c2ccc(NC(=O)c3ccccn3)cc2)cc1`?
HOP-62: 94; A549/ATCC: 96; CCRF-CEM: 52; UACC-62: 73; M14: 84; EKVX: 92; HOP-92: 95; RPMI-8226: 96

What do the screens show for `O=C1Nc2ccccc2/C1=N/N1C(=O)CN(c2ccccc2)C1=S`?
HOP-62: 91; A549/ATCC: 99; CCRF-CEM: 95; UACC-62: 69; M14: 86; EKVX: 82; HOP-92: 80; RPMI-8226: 92

Results for CN1C(=O)N(C)C2NC(=[N+]3CCOCC3)NC21 (configuration not stated) ?
HOP-62: 94; A549/ATCC: 100; CCRF-CEM: 94; UACC-62: 90; M14: 100; EKVX: 102

How did CCSC(SCC)C(O)C(O)C(O)C(C)O (configuration not stated) do in these assays?
HOP-62: 92; A549/ATCC: 92; CCRF-CEM: 104; UACC-62: 99; M14: 88; HOP-92: 113; RPMI-8226: 105

Results for COc1cccc(C(=O)Nc2cccc(C3CCc4c(cc(OC)c(OC)c4OC)O3)c2)c1 (configuration not stated) ?
HOP-62: 92; A549/ATCC: 78; CCRF-CEM: 72; UACC-62: 63; M14: 91; EKVX: 85; HOP-92: 87; RPMI-8226: 54

Screening results as filed in PubChem.
